HTR1E antagonist: antagonists of human 5-HT1E serotonin receptor; P28566; 65,000 tested, 0.99% active; CHO 5-HT1E Ga15 NFAT-bla reporter, FRET, antagonist; inhibition, % at 6 µM;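 active = inhibition above a set limit, the mean inhibition across every tested compound plus 3 SD, cut at about 29% in these data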;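 note: signal is the 460 over 535 nm emission ratio of beta-lactamase substrate; 0% = agonist plus DMSO wells and 100% = wells without agonist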
M1 antagonist: blocks the rat M1 muscarinic receptor response to acetylcholine; P08482; CHO-M1 cells, Fluo-4 calcium, ACh EC80 antagonist mode; stronger effect = lower value; B-score at 10 µM; 64,000 tested, 3.4% active; AID 628;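 active = calcium fluorescence response, raw or row-and-column corrected B-score, differing from the plate sample mean either way at a set confidence level, mostly lower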
5HT1a antag: 5-HT1a (human) receptor antagonism; CHO 5-HT1a Ga15 NFAT-bla reporter, antagonist mode; P08908; inhibition, % at 10 µM; 62,000 tested, 0.68% active;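 active = inhibition above the mean of all tested compounds plus 3 SD, cut at about 43% in these data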;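 note: receptor stimulated by 5-CT agonist at 100 nM near EC80; beta-lactamase reporter measured by ratiometric fluorescence of a cleavable substrate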
Target sequence (P08908 whole entry, looked up): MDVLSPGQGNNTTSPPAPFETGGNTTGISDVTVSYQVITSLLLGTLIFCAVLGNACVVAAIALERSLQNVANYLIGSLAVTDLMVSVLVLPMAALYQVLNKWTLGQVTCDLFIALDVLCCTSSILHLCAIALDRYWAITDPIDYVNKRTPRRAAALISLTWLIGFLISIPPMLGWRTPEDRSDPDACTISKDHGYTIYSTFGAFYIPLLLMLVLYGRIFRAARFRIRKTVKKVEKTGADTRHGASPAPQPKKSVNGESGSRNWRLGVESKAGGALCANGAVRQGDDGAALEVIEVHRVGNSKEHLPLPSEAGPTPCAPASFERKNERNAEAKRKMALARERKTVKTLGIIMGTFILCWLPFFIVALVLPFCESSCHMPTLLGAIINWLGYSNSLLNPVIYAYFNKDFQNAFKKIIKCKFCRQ
HTR1A agonist: 5-HT1a (human) receptor agonism; P08908; CHO 5-HT1a Ga15 NFAT-bla reporter, FRET ratio; 0% basal, 100% maximal reference agonist; activation, % at 10 µM; 65,000 tested, 0.56% active;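 active = activation above the screen-wide mean activation plus 3 SD, cut at about 19% in these data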;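 note: 0% = DMSO wells and 100% = 5-CT at EC100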
Jurkat viability: cytotoxic compounds reducing Jurkat cell viability; Jurkat E6.1 viability, ATP luminescence, 48 h; inhibition, % at 4 µM; 56,000 tested, 1.2% active; AID 463;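 active = inhibition above the mean inhibition of all tested compounds plus 3 SD, cut at about 28% in these data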
HTR1E agonist: activates the human 5-HT1E serotonin receptor. P28566. CHO 5-HT1E Ga15 NFAT-bla reporter, FRET; 0% DMSO wells, 100% control agonist wells. activation, % at 6 µM. 65,000 tested, 0.69% active. AID 574;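 active = activation above a set limit, the screen-wide mean activation plus 3 SD, cut at about 8.5% in these data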;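 note: 100% = positive control agonist at 1 µM giving full maximal response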
S1P3 ag: agonists of human S1P3 receptor; Q99500; S1P3 NFAT-BLA reporter cells, agonism, FRET ratio; relative to 1 µM S1P, basal subtracted; activation, % at 4.5 µM; 60,000 tested, 0.1% active; AID 373;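 active = activation above the screen-wide mean plus 3 SD, cut at about 4.5% in these data, passing the limit was not always enough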; note: some compounds called inactive have numbers as strong as hits
Target sequence (Q99500 whole entry, looked up): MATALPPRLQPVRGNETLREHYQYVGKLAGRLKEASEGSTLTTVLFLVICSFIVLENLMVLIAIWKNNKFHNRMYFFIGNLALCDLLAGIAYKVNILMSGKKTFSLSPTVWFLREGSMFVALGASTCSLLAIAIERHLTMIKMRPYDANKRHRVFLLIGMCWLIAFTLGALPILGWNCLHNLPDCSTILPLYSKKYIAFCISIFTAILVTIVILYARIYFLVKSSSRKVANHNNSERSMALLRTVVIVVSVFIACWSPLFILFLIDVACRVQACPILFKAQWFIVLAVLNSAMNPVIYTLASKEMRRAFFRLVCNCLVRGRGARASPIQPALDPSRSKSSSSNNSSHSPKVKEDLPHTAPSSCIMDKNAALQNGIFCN
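Measure – % activation relative to 1 µM S1P (100%), per plate · System – stable CHO line with human S1P3, Gα16, NFAT-BLA reporter · Timing – cells plated overnight, compound 4 h 37 °C, substrate 2 h RT · Technique – fluorescent BLA substrate, ex 405 nm, em 460/535 nm ratio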
S1P1 ag-PAM: agonists and agonism potentiators of human S1P1 receptor; P21453; S1P1 CRE-bla cells, forskolin, beta-lactamase FRET, potentiator mode; S1P1 agonist co-added at EC20, 2 nM; 100% = saturating reference agonist, 0% = basal; activation, % at 9.5 µM; 56,000 tested, 0.57% active; AID 449;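 active = activation above a cutoff set at the mean activation of all tested compounds plus 3 SD, cut at about 54% in these data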;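 note: forskolin at 4 µM as EC80 and the EC20 agonist is SEW2871; 100% = SEW2871 at its EC100 plus forskolin at EC80; some compounds past the cut are filed as inactive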
M1 agonist: agonists of M1 muscarinic receptor; CHO-M1 cells, Fluo-4 calcium fluorescence, agonist mode; stronger effect = higher value; B-score at 10 µM; 64,000 tested, 3% active; AID 626;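 active = fluorescence rise, raw or as B-score row- and column-corrected plate score, outside the 99.7% band of its plate's samples, either direction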
* marks the source's active call; other numbers are inactive results; x = no result given.

SMILES | HTR1E antagonist | M1 antagonist | 5HT1a antag | HTR1A agonist | Jurkat viability | HTR1E agonist | S1P3 ag | S1P1 ag-PAM | M1 agonist
O=C(NCCCn1ccnc1)c1ccc(Cl)c(S(=O)(=O)N2CCOCC2)c1 | -14 | -0.11 | 0 | -4.8 | -4 | -0.4 | -1.0 | -3 | 0.06
CC(C)c1ccc(-c2noc(C3CCCN(C(=O)c4ccc(F)cc4F)C3)n2)cc1 (configuration not stated) | -8 | 0.63 | -15 | 3.0 | 9 | -0.5 | 0.3 | 9 | -0.18
Cc1cccc(C(=O)OCC(=O)Nc2ccc(N3CCCCC3)cc2)c1O | -7 | 0.27 | -6 | 1.7 | x | 1.4 | x | x | 0
COc1ccccc1CNS(=O)(=O)c1c(C)noc1C | -1 | 0.46 | -7 | -1.4 | 4 | -1.8 | -1.0 | 7 | 0.55
Cc1c(Cl)cccc1N(CC(=O)NC1CCCCC1)S(C)(=O)=O | 0 | x | -8 | -1.8 | 1 | 0.2 | 0.5 | -8 | x
Cc1occc1-c1nc(-c2ccncc2)no1 | -1 | 1.2 | -15 | -3.0 | -4 | -0.2 | -0.9 | 2 | 0.37
CCOC(=O)N1CCC(NC(=O)c2cnn3c2NC(c2ccco2)CC3C(F)(F)F)CC1 (configuration not stated) | -7 | 0.38 | 5 | 1.1 | -5 | 0.9 | -0.7 | x | -0.97
CCOC(=O)N1CCN(C(=O)c2ccc(CNS(=O)(=O)c3ccc(OC)cc3)cc2)CC1 | 2 | 1.3 | 4 | -0.5 | 1 | 0.5 | -0.6 | -2 | 0.54
COc1ccc(C2c3sc(=O)[nH]c3SC3C4CCC(C4)C23)cc1 (configuration not stated) | 12 | -0.55 | 13 | -1.9 | 12 | 0.0 | 0.6 | -72 | -0.036
Cc1cccc(OCC(O)Cn2c(NCCCOC(C)C)nc3c2c(=O)[nH]c(=O)n3C)c1 (configuration not stated) | -7 | -0.48 | -16 | -0.2 | 6 | 1.5 | -0.2 | -27 | 0.024
Cn1c(C(=O)Nc2ccc3c(c2)OCO3)cc2c(=O)n(C)c3ccccc3c21 | -9 | -0.065 | -9 | 2.7 | -3 | 0.7 | -1.0 | -24 | -1.2
COc1ccccc1-c1nnc(SCC(=O)N2CCC(C)CC2)o1 | -6 | x | -11 | -0.3 | -3 | -1.0 | -0.3 | -15 | x
CCOC(=O)c1cc(-c2ccc3c(c2)OCO3)nc2onc(C)c12 | 6 | 0.36 | 0 | 4.6 | -5 | 1.1 | 0.7 | -4 | -1.2
CC(N=C1NS(=O)(=O)c2ccccc21)c1ccccc1 (configuration not stated) | 0 | -1.7 | -5 | -0.2 | 12 | -1.3 | -1.4 | -6 | -0.056
O=C(CCN1C(=O)COc2ccccc21)NCCCN1CCN(c2ccc(F)cc2)CC1 | 2 | -2.2* | 16 | -2.0 | 8 | 0.7 | -0.5 | -30 | 0.29
CCOC(=O)c1ccc(CC(=O)c2oc3cc(O)ccc3c2C)o1 | 1 | 0.031 | 11 | -2.1 | 5 | -0.6 | -0.9 | 4 | -1
CCN1CCc2c(C#N)c(NCc3ccccc3)nc(N(CC)CC)c2C1 | 26 | -0.37 | x | -0.5 | x | 2.9 | -3.1 | -14 | 0.33
CC1(C)Cc2c(c(-c3ccccc3)[nH]c(=O)c2C#N)CO1 | 1 | 1.6 | -10 | -1.3 | 2 | -0.8 | -0.4 | -36 | -1
COc1cc(NC(=O)C(C)C)ccc1NC(=O)c1ccco1 | 10 | 0.74 | -1 | -3.0 | -1 | -1.6 | -0.3 | 12 | 1
CCOC(=O)Cn1nc(-c2ccccc2)nc1-c1ccccc1 | -1 | -0.0044 | 15 | 0.3 | 6 | 0.2 | 0.0 | 4 | 1.1
Cc1cn2c(-c3ccc(Cl)cc3)nnc2s1 | 2 | 0.28 | 4 | -2.5 | -1 | -0.5 | 0.2 | -11 | 1.4
CCN1CCCC1CN(Cc1cc2c(C)cc(C)cc2[nH]c1=O)C(=O)NC1CCCCC1 (configuration not stated) | 0 | -2.1 | 16 | -1.6 | 3 | -1.3 | -0.8 | -6 | -0.4
CS(=O)(=O)N1CCN(c2nc3ccccc3s2)CC1 | -6 | -0.5 | -4 | -0.8 | 6 | -1.5 | 0.0 | -4 | 0.35
CCOC(=O)C1=C(O)C(=O)N(c2ccc(S(N)(=O)=O)cc2)C1c1ccccc1 (configuration not stated) | 1 | -0.34 | 2 | -2.3 | 10 | 0.1 | -1.3 | 4 | -0.2
Cc1ccc(N(C(C)C(=O)Nc2ccc3c(c2)OCO3)S(C)(=O)=O)cc1 (configuration not stated) | 11 | -1.1 | 22 | -2.1 | 1 | -3.0 | -0.3 | x | 0.82

The listing continues:
SMILES | HTR1E antagonist | M1 antagonist | 5HT1a antag | HTR1A agonist | Jurkat viability | HTR1E agonist | S1P3 ag | S1P1 ag-PAM | M1 agonist
COc1ccc2[nH]c(C(=O)O)c(CCNC(C)=O)c2c1 | 2 | 0.41 | -8 | -0.7 | -4 | 0.1 | -0.3 | 13 | -1.3
O=C(C1CCCN1S(=O)(=O)c1cccc2cccnc12)N1CCN(c2ccccc2)CC1 (configuration not stated) | -9 | 0.44 | -3 | -0.3 | 3 | 0.2 | -0.5 | 71 | 0.59
CCN(CC(=O)N1CCN(C)CC1)S(=O)(=O)c1ccc(Cl)cc1 | 1 | 0.069 | -12 | 0.6 | 0 | 1.0 | -0.9 | -19 | -0.32
CCCn1cnc2cc(NCc3cccc(OC)c3O)ccc21 | -6 | -0.9 | -22 | 0.5 | -2 | 0.3 | -0.1 | 4 | -0.55
COc1ccccc1NS(=O)(=O)c1ccc(C(=O)OCC(=O)NCc2ccco2)cc1 | 1 | -1.7e-05 | 31 | 2.1 | 5 | -0.2 | 0.0 | -2 | -1.5
COc1ccc(S(=O)(=O)Nc2cc(Cl)ccc2OC)cc1 | 30* | 0.046 | 19 | -2.1 | 76* | -0.5 | -0.1 | 6 | 0.071
Cn1cc(C(=O)c2ccccc2)cc1-c1nc2ccccc2n1C | -2 | -0.63 | 12 | 0.4 | 0 | -0.5 | -1.6 | -9 | 6.5*
O=C(COC(=O)c1c2c(nc3ccccc13)CCCC2)Nc1ccc2c(c1)OCO2 | 16 | -2* | 26 | 0.6 | x | -0.8 | x | x | 13*
CCCCN(C)CCCNC(=O)Cn1c(=O)sc2ccccc21 | -5 | -0.13 | 12 | -2.2 | x | 70* | x | x | -0.095
O=C(NCc1nnc(SC/C=C/c2ccccc2)o1)c1ccco1 | -2 | 1.6 | -10 | 0.4 | x | 0.2 | x | x | -0.66
COCCn1c(=NC(=O)CSCC(=O)Nc2cc(C)on2)sc2cc(C(=O)OC)ccc21 | 5 | -0.89 | 5 | 0.8 | x | 0.1 | x | x | 0.27
COc1ccc(NC(=O)CSc2nccn2-c2ccccc2)c(OC)c1 | 22 | -0.44 | 10 | -4.2 | 1 | 22* | -1.1 | -3 | -0.72
COC(=O)c1cccc(S(=O)(=O)N2CCCCC2)c1 | -4 | 0.73 | 3 | -3.1 | -3 | -0.7 | -1.5 | -17 | 0.45
O=C(CSc1nnc2n(C3CCCCC3)c(=O)c3ccccc3n12)OC1CCCCC1 | 3 | 0.11 | 0 | -1.3 | 0 | 1.1 | -0.5 | -26 | -0.5
O=C(CC1(O)C(=O)N(Cc2ccccc2Cl)c2ccccc21)c1ccco1 (configuration not stated) | -2 | 0.35 | -6 | -0.8 | -1 | -0.8 | -0.9 | x | 0.19
OCCN(Cc1ccccc1)Cc1ccccc1F | 9 | -0.064 | 17 | -1.8 | 11 | 0.3 | -1.4 | x | 0.74
Cc1ccc2c(c1)nnn2C1CCN(CC(=O)Nc2ccccc2N2CCOCC2)CC1 | 4 | -0.047 | -8 | -0.2 | 3 | 2.0 | -0.5 | -42 | 2.9*
C=C(C)CC1N(c2cccc(OC)c2)C(=O)[C@@H]2C(C(=O)O)[C@H]3C=C[C@@]12O3 (some centres not stated) | -5 | 0.27 | x | -2.2 | x | 0.1 | -0.2 | -1 | 0.042
CCOCCCN1CC(C(=O)NCCc2ccc(C)cc2)CC1=O (configuration not stated) | -4 | 0.5 | -1 | -4.0 | 6 | -0.6 | -0.4 | -12 | -0.28
CCOC(=O)CSC1=C(C#N)C(c2ccccc2OC)CC(=O)N1 (configuration not stated) | -6 | 0.0037 | 9 | -2.0 | 30 | -0.5 | -0.4 | -19 | 0.98
C=CCc1ccc(OCC(O)CN2CCCCC2)c(OC)c1 (configuration not stated) | -6 | 0.57 | -3 | -2.2 | -1 | -0.5 | -0.7 | -16 | 0.8
Cc1ccc(C(=O)OCc2cc3ccccc3[nH]c2=O)cc1 | 6 | 0.28 | 6 | -1.2 | 8 | -0.9 | -1.0 | 6 | 0.084
CCCCn1c(SCC(=O)Nc2nnc(CC)s2)nc2c1c(=O)n(C)c(=O)n2C | -9 | 0.44 | 0 | -0.2 | 0 | 0.9 | -0.8 | -41 | -0.39
CN1CCN(c2oc(-c3cccs3)nc2S(=O)(=O)c2ccccc2)CC1 | -2 | 0.33 | -1 | -2.4 | -1 | -0.8 | 0.5 | -12 | -0.29
CC1(C)Cc2c(sc3nc(NCCN4CCOCC4)n4ncnc4c23)CO1 | 2 | -0.072 | -16 | -0.4 | -12 | 1.3 | 0.7 | -51 | -0.77
CCN(CC)S(=O)(=O)c1ccc(Cl)c(C(=O)Nc2nnc(C)s2)c1 | 4 | 0.046 | -7 | -1.1 | 0 | 0.9 | -0.9 | 12 | -0.17
CC(=O)N1CC2(C)CN(C(C)=O)CC(C)(C1)C2O (configuration not stated) | -2 | -0.19 | -1 | -1.2 | -6 | -0.8 | -0.4 | 4 | -0.29
CCN(CC)c1c(-c2ccccc2)c2cc(C)ccc2[nH]c1=O | -2 | 0.67 | -16 | 3.3 | 2 | 0.7 | -0.1 | -27 | 2
CCCCN(CC)S(=O)(=O)c1ccc(C(=O)Nc2nnc(-c3cccs3)o2)cc1 | 2 | -0.75 | 7 | -0.2 | 101* | -0.5 | -1.4 | 16 | -0.46

Complete entries as entered above. Values in the order: HTR1E antagonist | M1 antagonist | 5HT1a antag | HTR1A agonist | Jurkat viability | HTR1E agonist | S1P3 ag | S1P1 ag-PAM | M1 agonist
OCCN(Cc1ccccc1)Cc1ccccc1F reads 9 | -0.064 | 17 | -1.8 | 11 | 0.3 | -1.4 | x | 0.74
O=C(CSc1nnc2n(C3CCCCC3)c(=O)c3ccccc3n12)OC1CCCCC1 reads 3 | 0.11 | 0 | -1.3 | 0 | 1.1 | -0.5 | -26 | -0.5

Copied from the list:
Result for `C=C(C)CC1N(c2cccc(OC)c2)C(=O)[C@@H]2C(C(=O)O)[C@H]3C=C[C@@]12O3` (some centres not stated) under S1P3 ag: -0.2
Result for `COc1ccc(C2c3sc(=O)[nH]c3SC3C4CCC(C4)C23)cc1` (configuration not stated) under Jurkat viability: 12
Result for `Cc1cn2c(-c3ccc(Cl)cc3)nnc2s1` under M1 agonist: 1.4
Result for `Cc1ccc(C(=O)OCc2cc3ccccc3[nH]c2=O)cc1` under M1 agonist: 0.084
Result for `CCOC(=O)c1ccc(CC(=O)c2oc3cc(O)ccc3c2C)o1` under HTR1A agonist: -2.1
Result for `Cc1cccc(C(=O)OCC(=O)Nc2ccc(N3CCCCC3)cc2)c1O` under HTR1E agonist: 1.4
Result for `CC(=O)N1CC2(C)CN(C(C)=O)CC(C)(C1)C2O` (configuration not stated) under S1P1 ag-PAM: 4

Screening data: PubChem, several laboratories
